# Compound activity as filed in PubChem BioAssay.
# KDM5B inh: blocks human KDM5B histone demethylase activity; Q9UGL1; KDM5B demethylase, FDH-coupled NADH fluorescence (FDH is formaldehyde dehydrogenase); Potency, µM (top dose mostly 57.7 µM), for inactives: top-dose activity change, negative = inhibition, usual class: inhibitors; 220,000 compounds, 2.6% hits; AID 1347165; active = well fitted inhibition curve with a large enough effect; inconclusive = small, poorly fitted or top-dose-only effect; inactive = no such curve, though single readings can be large or run the other way; also: 0% is about no effect; nearly all actives have a fitted effect of over 70% in size
# Target sequence (Q9UGL1 whole entry, looked up): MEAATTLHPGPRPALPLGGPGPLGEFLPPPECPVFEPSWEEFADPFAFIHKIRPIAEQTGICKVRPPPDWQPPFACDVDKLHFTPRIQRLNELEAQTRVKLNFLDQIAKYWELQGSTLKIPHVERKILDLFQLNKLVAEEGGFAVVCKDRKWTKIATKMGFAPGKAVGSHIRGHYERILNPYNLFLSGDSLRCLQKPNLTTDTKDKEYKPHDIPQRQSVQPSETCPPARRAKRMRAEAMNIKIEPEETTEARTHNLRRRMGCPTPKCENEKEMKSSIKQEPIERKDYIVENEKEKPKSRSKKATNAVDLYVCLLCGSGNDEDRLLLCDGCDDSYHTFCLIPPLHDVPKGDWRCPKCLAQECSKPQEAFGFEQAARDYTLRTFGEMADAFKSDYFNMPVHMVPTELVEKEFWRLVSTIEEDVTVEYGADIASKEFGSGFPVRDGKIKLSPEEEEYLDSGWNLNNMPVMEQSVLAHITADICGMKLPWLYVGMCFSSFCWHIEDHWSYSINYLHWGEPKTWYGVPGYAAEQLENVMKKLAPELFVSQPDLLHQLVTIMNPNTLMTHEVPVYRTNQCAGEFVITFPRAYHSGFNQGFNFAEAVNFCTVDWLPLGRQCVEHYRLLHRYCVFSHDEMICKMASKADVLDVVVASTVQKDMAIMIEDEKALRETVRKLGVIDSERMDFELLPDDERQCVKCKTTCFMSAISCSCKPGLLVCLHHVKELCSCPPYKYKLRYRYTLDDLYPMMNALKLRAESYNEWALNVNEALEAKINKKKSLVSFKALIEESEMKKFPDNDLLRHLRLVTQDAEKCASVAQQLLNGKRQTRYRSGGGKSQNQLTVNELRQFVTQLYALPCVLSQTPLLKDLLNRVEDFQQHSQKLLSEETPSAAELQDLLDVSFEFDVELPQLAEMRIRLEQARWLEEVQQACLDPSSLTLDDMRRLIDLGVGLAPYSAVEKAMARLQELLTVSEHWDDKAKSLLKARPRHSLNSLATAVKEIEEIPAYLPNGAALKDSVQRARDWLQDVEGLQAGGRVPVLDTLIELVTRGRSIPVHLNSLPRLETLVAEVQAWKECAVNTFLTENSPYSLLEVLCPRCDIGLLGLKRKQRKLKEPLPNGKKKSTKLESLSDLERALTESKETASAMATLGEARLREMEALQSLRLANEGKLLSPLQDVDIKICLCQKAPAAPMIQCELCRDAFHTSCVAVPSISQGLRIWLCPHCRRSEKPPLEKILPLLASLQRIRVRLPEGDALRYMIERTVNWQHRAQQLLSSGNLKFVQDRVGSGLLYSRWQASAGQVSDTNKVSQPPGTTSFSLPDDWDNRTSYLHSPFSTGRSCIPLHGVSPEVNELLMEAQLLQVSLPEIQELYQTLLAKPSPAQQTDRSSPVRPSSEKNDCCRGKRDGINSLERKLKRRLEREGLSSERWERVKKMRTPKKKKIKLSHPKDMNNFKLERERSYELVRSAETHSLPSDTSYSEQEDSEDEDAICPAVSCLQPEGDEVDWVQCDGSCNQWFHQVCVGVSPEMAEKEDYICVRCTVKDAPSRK
#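 Measured: NADH fluorescence change, 30 min, RT. System: KDM5BΔAP 200 nM final, H3K4me3 peptide, α-KG, Fe(II), ascorbate, NAD⁺ plus FDH, pH 7.5 HEPES. Compounds: titrated, 10 min pre-incubation with enzyme.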
# * marks the source's active call; other numbers are inactive results; i = inactive; ? = inconclusive; & = joins results of further samples; [ ] = dose if it differs, or a comment. Potency is read from the fitted curve at half-maximal effect. The list is partial. The share of hits here may be higher or lower than overall.
KDM5B inh	Compound
2%	O=C(NCCCc1ccccc1)c1cc2cc([N+](=O)[O-])ccc2oc1=O
5%	Cc1cc(/C=C/c2nc3c(ccc4ccccc43)s2)cc(C)c1O
-2%	CCCN(c1c(C)n(C)n(-c2ccccc2)c1=O)S(=O)(=O)c1ccc(C)cc1
9%	CC(C)CN1C(=O)c2ccccc2C(C(=O)NC(C)C)C12CCCC2 (stereo not given)
9%	O=C(Nc1ccc2oc(=O)ccc2c1)c1ccc(Cl)c(Cl)c1
?	COc1cc(/C=C(/C#N)C(=O)Nc2cccc3ncccc23)ccc1OCC(C)C
-18%	Cc1ccc(C(=O)Nc2cccc(NC(=O)c3ccc(C)cc3)n2)cc1
?	O=C(c1cc2ccccc2oc1=O)N(Cc1cccc(Cl)c1)C1CCS(=O)(=O)C1 (stereo not given)
?	O=C(NCc1coc(-c2cccs2)n1)c1ccc(Cl)cc1Cl
9%[115 µM]	O=C(C1CC1)N1CCC(c2nnc3n2C(C(=O)N2CCN(c4ncccn4)CC2)CC3)CC1 (stereo not given)
-4%	COc1ccc(CNC(=O)c2c3c(nc4ccccc24)C(=O)N(C2CCCCC2)C3)c(OC)c1
0%	COc1ccccc1NC(=O)C1CN(S(C)(=O)=O)CC12CCCCC2 (stereo not given)
?	Cc1ccc(-c2[nH]ncc2CNCc2cccnc2)cc1
1%	O=C1NCCC[C@@H]1NC(=O)[C@H]1CN(C(=O)NC2CCCCC2)CCN1C(=O)c1cncnc1
?	COc1ccc2c(C)c(CC(=O)NCCCN3CCCC3=O)c(=O)oc2c1OC
-26%	Cc1nc(-c2cccc(NC(=O)c3ccc(-n4nccc4C)cc3)c2)cs1
?	COc1ccccc1-c1nccc2c(=O)cc(-c3ccccn3)oc12
-11%	CCN1c2ccccc2-n2cccc2C12CCN(C(=O)Nc1ccccc1C(F)(F)F)CC2
-7%	Clc1ccccc1-n1c(SCc2nc(-c3cccs3)no2)nnc1N1CCCC1
-6%	CCOC(=O)CNC(=O)CN1C(=O)CC(c2ccco2)Sc2ccccc21 (stereo not given)
9%	CCSc1nc2c(c(=O)n(C)c(=O)n2C)n1CCCc1ccccc1
?	CCOCCCNC(=O)c1cc(=O)[nH]c2ccc(S(=O)(=O)N3CCCC3)cc12
?	c1ccc2c(c1)CCN(Cc1ccc3c(c1)CNCCO3)C2
-144%	CCc1ccccc1N(C)S(=O)(=O)c1ccc(/C=C\c2onc(C)c2NC(=O)C2CC2)cc1
4%	Cc1ccc(NC(=O)CN2C(=O)CCc3cc(S(=O)(=O)N4CCOCC4)ccc32)cc1F

# In the list so far, two contain fluorine:
KDM5B inh	Compound
-11%	CCN1c2ccccc2-n2cccc2C12CCN(C(=O)Nc1ccccc1C(F)(F)F)CC2
4%	Cc1ccc(NC(=O)CN2C(=O)CCc3cc(S(=O)(=O)N4CCOCC4)ccc32)cc1F

# Looked up by compound from the list above:
KDM5B inh	Compound
4%	Cc1ccc(NC(=O)CN2C(=O)CCc3cc(S(=O)(=O)N4CCOCC4)ccc32)cc1F
9%	O=C(Nc1ccc2oc(=O)ccc2c1)c1ccc(Cl)c(Cl)c1

# The main list resumes, repeating the three entries before the break.
KDM5B inh	Compound
?	c1ccc2c(c1)CCN(Cc1ccc3c(c1)CNCCO3)C2
-144%	CCc1ccccc1N(C)S(=O)(=O)c1ccc(/C=C\c2onc(C)c2NC(=O)C2CC2)cc1
4%	Cc1ccc(NC(=O)CN2C(=O)CCc3cc(S(=O)(=O)N4CCOCC4)ccc32)cc1F
28µM*	COc1ccc(-c2nc(-c3c(C)noc3C)cc3c2cc(-c2ccccc2)n3C)cn1
17%	NC(=O)c1ccc(S(=O)(=O)N2CC[C@@H](CC(=O)O)[C@@H](CC3=NCCc4ccccc43)C2)cc1
?	O=C(CCn1c(=O)c2cccn2c2cccnc21)N1CCN(c2cccc(C(F)(F)F)c2)CC1
2%	C=CCNC(=O)c1cc(-c2ccccc2Cl)nc2ccccc12
18%	COc1ccc2c(c1)CC/C2=N\OC(=O)c1cc(Cl)ccc1OC
-15%	Cc1ccc(CNC(=O)C2(Cc3ccccc3)CCCCC(=O)N2)cc1 (stereo not given)
13%	Cc1ccc(NC(=O)CN(C)S(=O)(=O)c2ccc(C(=O)N3CCOCC3)s2)c(C)c1
-22%	COc1cccc(-c2nnnn2[C@H]2CO[C@H]3[C@@H]2OC[C@@H]3NC(=S)Nc2ccc(F)cc2)c1
10%	Cc1ccc(CCNC(=O)CCS(=O)(=O)c2ccc3c(c2)NC(=O)CS3)cc1
27%	CCOC(=O)C1CCN(c2ccc(-c3cccs3)nn2)CC1
-10%[149 µM]	CC(=O)N1CC2(Cc3ccccc31)CN(C(=O)c1ccc(Cl)cc1)C2
3%	Cc1ccc(-c2nc3ccc(C(=O)N4CCC(CC(=O)N5CCCCCC5)CC4)cc3o2)cc1
-18%	Cc1cc(Oc2cccc(C#N)c2C#N)cc(Oc2cccc(C#N)c2C#N)c1
4%	O=C1CCN(C(=O)[C@H](Cc2ccccc2)NC(=O)c2cccs2)CCCOCCN1
?	CCOC(=O)c1cc(-c2ccc(OC)cc2)n(CCC(=O)Nc2ccccc2OC)c1C
17%	O=C(NCc1ccc(Cl)cc1)NCc1noc2ccccc12
-2%	CCc1ccc(C2CC(=O)Nc3c2c(=O)n(C)c2ncnn32)cc1 (stereo not given)
0%	COc1cccc(CNC(=O)c2ccc3c(c2)CC(=O)N3Cc2cccc(F)c2)c1OC
4%	Fc1ccc(Nc2nc(Nc3ccc(F)cc3)nc(N3CCOCC3)n2)cc1
21%	COc1ccc(CC(=O)N2C[C@@H](CO)[C@H](c3nc(C)no3)C2)cc1
-28%	CNC(=O)[C@@H]1CN(C(=O)Cn2c(=O)oc3ccccc32)C[C@H]1c1n[nH]c(C)n1
36%	O=C1CCCC(=O)N1c1ccc(N2CCOCC2)c([N+](=O)[O-])c1
-5%	CCOc1ccccc1C(=O)Nc1cc(-c2ccc(C)cc2)no1
?	O=C(CSc1ncc(-c2ccc(F)cc2)o1)Nc1ccc(O)cc1
-19%	O=C(NCc1ccccn1)c1cccc2c1CCN2C(=O)C1CC1

KDM5B inh	Compound
24%	CSc1ccc(C2CC(=O)NC3=C2C(=O)CC(C)(C)C3)cc1 (stereo not given)
?	CCc1nonc1NC(=O)c1oc2ccc(C)cc2c1C
-8%	Cc1ccc(S(=O)(=O)N2CCOCC2)cc1NC(=O)COC(=O)c1ccccc1C(F)(F)F
17%	O=C(c1cccc(Cl)c1)N1CCC2(C1)NC(=O)N(Cc1ccc(F)cc1)C2=O (stereo not given)
3%	CCCCCNC(=O)c1cc(-c2ccc(Cl)cc2)nc2ccccc12
3%	CN(C)c1ccc(C=O)cc1
?	O=C(Nc1ccc2nc(SCC(=O)N3CCCc4ccccc43)sc2c1)c1ccccc1F
-27%	O=C(CC1=CCCCC1)N1CCC2(CC1)CN(c1ccncn1)CC2CO (stereo not given)
?	COc1ccccc1NC(=O)c1ccc(-c2nc(COc3ccc(C)cc3)c(C)o2)cc1
-18%	CCCCN(CC)CCCNC(=O)CN1C(=O)CSc2ccc(S(=O)(=O)N3CCOCC3)cc21
i	COc1ccc(-c2ccc3c(n2)c(=O)ncn3Cc2ccccc2)cn1
?	N#CC(C#N)=c1[nH]c2ccccc2/c1=C\c1ccccc1
0%	CC(OC(=O)c1sc2ccccc2c1Cl)C(=O)N1CCNC1=O (stereo not given)
23%	NCCCC(=O)N1CCCC(N2CCN(Cc3ccc4c(c3)OCO4)CC2)C1 (stereo not given)
-3%	CNc1c(NS(=O)(=O)c2ccc(CC(C)C)cc2)c(=O)oc2ccccc12
-15%	O=C(NCc1nncn1C1CCCCC1)C1CNCCO1 (stereo not given)
?	Cc1nnn2c(C(=O)N(C)C)cccc12
7%[86.2 µM]	COc1ccc(CNC(=O)[C@H]2O[C@H](CCN3CCC(CO)CC3)CC[C@@H]2O)cc1
7%	CC/C=C(/C)C(=O)NCC(C)(C)N1CCOCC1
?	CN1CC(=O)N(C2CCCNC2)Cc2c(NCCN3CCOCC3)ncnc21 (stereo not given)
?	CN1CCN(C(=O)c2ccc3nc(-c4ccc(F)cc4)c(-c4ccc(F)cc4)nc3c2)CC1
5%&16%[149 µM]	COc1ccc(CN2CCC(N3CCOCC3=O)CC2)cc1
?	Cc1cccc(C)c1NC(=O)CSc1nc(-c2cccs2)cc(C(F)(F)F)n1
0%[149 µM]	Cc1ccc(CN2CCC3(CC2)Cc2ccccc2CNC3=O)cc1
18%	COCc1nn2c(c1-c1ccccc1)NC(=O)CC2C(=O)Nc1ccccc1C(F)(F)F (stereo not given)

# 5 of the compounds above, as tab-separated lines:
mol	KDM5B inh
NCCCC(=O)N1CCCC(N2CCN(Cc3ccc4c(c3)OCO4)CC2)C1 (stereo not given)	23%
O=C(CC1=CCCCC1)N1CCC2(CC1)CN(c1ccncn1)CC2CO (stereo not given)	-27%
Cc1cccc(C)c1NC(=O)CSc1nc(-c2cccs2)cc(C(F)(F)F)n1	?
CC/C=C(/C)C(=O)NCC(C)(C)N1CCOCC1	7%
Cc1nnn2c(C(=O)N(C)C)cccc12	?

# Later entries:
KDM5B inh	Compound
-15%	O=C(CCS(=O)(=O)c1ccc(Br)cc1)Nc1ccc(F)cc1F
?	COc1ccc(C2NC(=O)N(C)C3=C2C(=O)N(c2ccccc2)C3)cc1 (stereo not given)
3%	Cc1ccc(C(=O)NC(c2cccnc2)c2ccc(C)c(C)c2)cc1 (stereo not given)
3%	O=C(c1ccccc1Cl)N1CCC(N2CCCCCC2=O)CC1
?	CCC1CN(C(=O)N2CCC(C(=O)NCc3ccc(C)o3)CC2)c2cc(C)ccc2O1 (stereo not given)
?	COc1ccc(CNC(=O)c2ccc(N3CCCC3)c(NC(=O)NCc3ccc(F)cc3)c2)cc1
-9%	CCOC(=O)C(NC(=O)c1cccc(C(F)(F)F)c1)(OCc1ccccc1)C(F)(F)F (stereo not given)
7%	CCOc1ccccc1NC(=O)N1CCCN(S(C)(=O)=O)C(c2ccccc2)CC(=O)NCC1 (stereo not given)
-2%	CCOc1ccc(CC(=O)Nc2cccc(-c3nnc4n3CCCC4)c2)cc1
-19%	CCOc1ccccc1NC(=O)N1CCc2c(sc(C)c2CC)C1c1ccccc1 (stereo not given)
-18%	c1ccc(Cn2cc(CN3CCN(c4ccncc4)CC3)c(-c3cc4ccccc4o3)n2)cc1
?	Cc1c(Cl)cccc1NC(=O)Nc1c[nH]c(=O)[nH]c1=O
-20%[86.2 µM]	COc1ccc(CN2CCN3C(=O)N(Cc4ccc(C)cc4)C[C@H]3C2)cc1
-7%	CC(NC(=O)c1cn(C2CCC(N)CC2)nn1)c1ncnn1C (stereo not given)
20%	Cc1ccc(CNC(=O)c2cccc(CS(C)=O)c2)cc1 (stereo not given)
-15%	COC(=O)c1ccccc1NC(=O)Cn1c(=O)cc(C)c2c(C)nn(-c3cccc(Cl)c3C)c21
32µM*	O=C1Nc2ccc(-c3cccs3)cc2C(=O)N2CC[C@H](NS(=O)(=O)c3ccc(Cl)cc3)C[C@@H]12
28%	O=C(Nc1ccc(Cl)c(Cl)c1)Nc1ccon1
-5%	Cc1cc(C)c2[nH]c(C(=O)NCc3nc(-c4ccccn4)no3)c(C)c2c1
-9%	Cc1cccc(NC(=O)c2ccc(N3CC4CC(C3)[C@H]3CCCC(=O)N3C4)nc2)c1 (stereo not given in full)
-6%	CC(=O)C1=C(C)Oc2ncn3nc(COc4cccc(C)c4C)nc3c2C1c1ccco1 (stereo not given)
?	CCCn1c(=O)[nH]c(=O)c2c1nc(-c1cccc(OC)c1)n2CCOC
?	COc1cc2c(c(OC)c1)C(c1ccc(F)c(Br)c1)C1=C(CCCC1=O)N2 (stereo not given)
15%	COc1ccc(-c2c(NC(=O)C3CCCCC3)oc3ccccc3c2=O)cc1
14%	CC1=CSC2=NC(C(F)(F)F)(C(F)(F)F)NC(=O)N12

KDM5B inh	Compound
-15%	CCCCN(Cc1ccccc1)S(=O)(=O)c1ccc2c(c1)CC(C)N2C(=O)CC (stereo not given)
6%	Cc1ncsc1CCC(=O)N[C@@H]1COCC[C@@H]1OCc1cscn1
?	Cc1cccc(NC(=O)Nc2ccc(C)n(CC(=O)NC3CCCCC3)c2=O)c1
-27%	NC(=O)Nc1ccc(S(=O)(=O)NCc2cc3n(n2)CCCNC3)cc1
35%	Cc1cnc(C(=O)N2CCCC2c2nc(CCOc3ccc(F)cc3)no2)cn1 (stereo not given)
19%[115 µM]	CC(c1cccs1)N(C)Cc1ccnn1C (stereo not given)
-1%	O=C(Nc1ccccc1)c1ccccc1NC(=O)c1ccccc1[N+](=O)[O-]
?	COc1ccc(CCc2nc3nccc(-c4cccs4)n3n2)cc1OC
?	Cc1ccc(S(=O)(=O)c2nc(-c3cccs3)oc2SCc2ccc(F)cc2)cc1
-5%[86.2 µM]	OCc1cccc(-c2ccc3ncc(Nc4ccccc4Cl)n3n2)c1
-1%[115 µM]	O=C1N(c2ccccc2)c2ccccc2C12CCN(Cc1ccc(F)cc1)C2 (stereo not given)
-21%	O=C(O)c1cc(NCc2ccc(OCc3ccccc3)cc2)ccc1N1CCOCC1
-20%	Cc1c(C(=O)NCc2ccc(F)cc2)sc2nc(-c3ccccc3)cn12
-6%	COC(=O)c1c(NC(=O)c2cc(=O)c3ccc(C)c(C)c3o2)sc2c1CCCC2
1%	CC1(c2ccc(OC(F)F)cc2)NC(=O)N(CC(=O)Nc2ccc(F)cc2)C1=O (stereo not given)
14%	Cc1ccc(OCCn2c(CN3CCOCC3)nc3ccccc32)cc1
24%	CCc1sc(C(N)=O)cc1C
-21%	CC(=O)c1csc(NC(=O)c2nn(C(C)C)c(=O)c3ccccc23)n1
33%	CN(CC1CCOCC1)C(=O)Nc1ccccc1C(F)(F)F
